influenza NS1A = NS1A inhibition, H1N1 influenza, cell based functional assay (AID 504329). NS1A functional cell-based assay, percent inhibition; higher % means a stronger effect. inhibition, % at 12.5 µM, or IC50 in µM where a hit was titrated. 0.3% of 340,000 active; in the data active means a potency from the dose series; inconclusive means inhibition above about 27% without an active follow-up result; further: strong numbers were not always called active
inhibitors of VEEV = inhibitors of VEEV TC-83 cytopathic effect, confirmation, Vero cells (AID 588727). 0.13% of 350,000 active. inhibition, % at 20 µM; hits with a dose series show IC50 in µM. Vero cells, VEEV TC-83 cytopathic effect inhibition; higher % means a stronger effect; in the data active means a potency from the dose series; inconclusive means inhibition mostly from about 14% at the one dose, without a potency; inactive means the rest, 99 in 100 with inhibition below about 12%; further: strong numbers were not always called active
M. tuberculosis = growth inhibition of non-replicating M. tuberculosis (AID 488890); inhibition, % at 25 µM, or IC50 in µM where a hit was titrated; Mycobacterium tuberculosis non-replicating, growth inhibition; higher % means a stronger effect; 0.39% of 320,000 active; in the data active means a potency from the dose series; inconclusive means inhibition mostly from about 82% at the one dose, without a potency; inactive means the rest, 99 in 100 with inhibition below about 76%;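 further: plate controls were DMSO cells for no effect and high antibiotic wells for full effect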
H37Rv inhibition = M. tuberculosis growth inhibition, HTS (AID 449762); M. tuberculosis H37Rv growth inhibition, 7H9 media; higher % means a stronger effect; one-dose inhibition, % at 25 µM; IC50 in µM for titrated hits; 0.59% of 330,000 active; in the data active means a potency from the dose series; inconclusive means inhibition above about 70% without an active follow-up result;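 further: bacterial growth assessed after seven days of incubation; strong numbers were not always called active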
Salmonella PhoP GFP = Inhibition of PhoP regulon, Salmonella typhi GFP reporter cells, confirmation, 4 h (AID 1850) | 0.33% of 310,000 active | Salmonella Typhi PhoP-promoter GFP reporter, fluorescence, 4 h; higher % means a stronger effect | one-dose inhibition, % at 50 µM; IC50 in µM for titrated hits; in the data active means a potency from the dose series; inconclusive means inhibition mostly from about 25% at the one dose, without a potency; inactive means the rest, 99 in 100 with inhibition below about 19%;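 further: 0% = induced wells with vehicle and 100% = uninduced wells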
inhibitors of VEEV 10K pilot screen = further read-out of inhibitors of VEEV, marked with its call; inhibition, %; measured here: 10K pilot screen inhibition
The depositor's hits bear a star; i = inactive; u = inconclusive; x = not tested or not shown.

SMILES	influenza NS1A	inhibitors of VEEV	M. tuberculosis	H37Rv inhibition	Salmonella PhoP GFP	others
O=C1Nc2ccc(Br)cc2C1(O)c1ccc(F)cc1 (stereo unspecified)	-18%	0.5%	2%	3%	-2%
Nn1c(CN2CCCCC2)nc2ccccc2c1=O	-10%	i	-21%	-3%	3%
CNC(=O)OCc1n(C)cc[n+]1C	-4%	i	8%	-9%	-3%
Cc1ccc(S(=O)(=O)NCc2ccc(C(=O)NCCCN3CCC(Cc4ccccc4)CC3)cc2)cc1	-4%	1.2%	87%	80µM*	-9%
CCOC(=O)c1ccc(-n2cccc2/C=C2\NC(=O)NC2=O)cc1	-16%	10%	4%	5%	x
O=C(Nc1ccccc1C(=O)N1CCOCC1)c1ccc(F)cc1	9%	0.4%	6%	-2%	-8%
O=C(NCC(=O)N(c1ccc(F)cc1)C(C(=O)NC1CCCCC1)c1cccnc1)c1ccco1 (stereo unspecified)	6%	2.4%	8%	-3%	4%
CCOc1cc(-c2nc(-c3ccncc3)no2)cc(OCC)c1OCC	-11%	0.2%	-12%	-3%	-12%
O=c1c2ccccc2nc(/C=C/c2cccc(Br)c2)n1CCCO	1%	u	15%	16%	9%
O=C(NCCc1ccccc1)c1ccc(NCC2CCCO2)c([N+](=O)[O-])c1 (stereo unspecified)	6%	i	33%	9%	9%
O=C(/C=C/c1c(Cl)cccc1Cl)NCc1ccccc1	2%	i	4%	-4%	1%	inhibitors of VEEV 10K pilot screen=1.0
O=C1C=C(c2ccc3ncccc3c2)C[C@@H](c2ccc3c(c2)OCO3)C1	10%	0.7%	62%	27%	x	inhibitors of VEEV 10K pilot screen=4.5
COc1ccc(NC(C)=O)cc1NC(=O)CSc1nnc(C2CCCCC2)n1N	-8%	1.7%	-6%	-1%	-10%
CCOC(=O)N1CCN(C2CC(=O)N(c3ccc(Cl)c(Cl)c3)C2=O)CC1 (stereo unspecified)	-11%	1.2%	62%	-2%	-2%
O=C(COC(=O)C1CC(=O)N(Cc2ccco2)C1)Nc1ccccc1[N+](=O)[O-] (stereo unspecified)	-5%	0.0%	x	x	x
CC(C)c1ccc(N(CC(=O)NCCSC(C)(C)C)S(C)(=O)=O)cc1	-9%	i	-6%	-10%	2%
CCCNC(=O)N1CCN(c2nc(C(C)C)c3c(c2C#N)CC(C)(C)OC3)CC1	-3%	31%	x	-11%	-5%
Cc1cccnc1-n1c(-c2ccccc2)nc2ccccc2c1=O	-1%	i	-4%	-6%	6%
COC(=O)c1ccc(NC(=O)C(=O)N2CCN(C(=S)Nc3ccc(OC)cc3)CC2)cc1	3%	0.7%	22%	-6%	-2%
COc1cccc(-c2nc(CS(=O)CC(=O)O)c(C)o2)c1 (stereo unspecified)	-1%	i	-15%	-11%	x
CCCCC(CC)C(=O)O (stereo unspecified)	1%	0.2%	5%	0%	x
CCOc1ccc(S(=O)(=O)N2CCCC(C(=O)N3CCCC3)C2)cc1 (stereo unspecified)	-10%	0.9%	-6%	-20%	-9%
Cc1cccc(N2C(=O)c3ccc(C(=O)Nc4cccc(C(=O)O)c4)cc3C2=O)c1	1%	i	-20%	3%	2%
CC(C)NC(=O)C(=O)NCCN1CCN(C(=O)c2ccc(C(C)(C)C)cc2)CC1	-1%	0.4%	5%	3%	10%
COC(=O)c1ccc(COn2nnc3ccccc32)cc1	-16%	0.1%	5%	0%	2%
CC[N+](CC)(CC)CC(=O)Nc1c(C)cccc1C	-5%	0.3%	-3%	-1%	-10%
O=C(Cc1ccccc1)NCCn1ccc2ccccc21	2%	1.4%	11%	-5%	-2%
CCn1c(COc2cccc(C)c2)nc2ccccc21	-16%	1.7%	54%	5%	2%
COc1ccc2nc(-c3ccccc3)nc(SCC(=O)NCC3CCCO3)c2c1 (stereo unspecified)	0%	3.2%	-2%	8%	9%
COc1ccccc1Nc1ccc(Nc2ccccc2OC)nn1	2%	2.4%	10%	4%	3%
Fc1ccc(NC(=S)NCCN2CCOCC2)cc1	5%	1.1%	6%	-7%	1%	inhibitors of VEEV 10K pilot screen=1.0
Cc1cccc(-n2ncc3c(NCc4ccco4)ncnc32)c1	8%	4.2%	35%	11%	6%
NC(=O)c1cc2ccccc2o/c1=N/NC(=O)c1cccs1	-14%	7.2%	15%	2%	-6%
O=C(COc1ccc(F)cc1Br)N1CCN(S(=O)(=O)/C=C/c2ccccc2)CC1	1%	5.5%	34%	14%	-7%
CCC(CO)Nc1nc2ccc(Cl)cc2c2ccccc12 (stereo unspecified)	-3%	7.9%	14%	9%	-18%
COc1cc(O)c(C(=O)/C=C/c2ccccc2)c(OC)c1	7%	12%	79%	u	2%
O=C(O)CC/C(=N\NC(=O)c1ccncc1)c1ccccc1	-28%	0.7%	37%	u	-2%
CCS(=O)(=O)c1nc(S(=O)(=O)c2ccc(Cl)cc2)c(NCc2ccccn2)s1	-2%	1.4%	7%	1%	0%
O=C(NCCNC(=O)Oc1cccc2ccccc12)Oc1cccc2ccccc12	1%	4.7%	x	x	x
CC(=O)Nc1ccc(NC(=O)CSc2nnnn2-c2ccc(F)cc2)cc1	21%	0.8%	26%	8%	-14%
CNC(=O)Nc1nnc(C(C)(C)C)s1	-1%	1.6%	-12%	-1%	-2%
CCc1ccc(C2(O)CC(C(F)(F)F)=NN2C(=O)Cc2ccc([N+](=O)[O-])cc2)cc1 (stereo unspecified)	5%	6.5%	-12%	-5%	1%
CC(=O)c1cccc(CN2CCN(Cc3ccccc3)C(CCO)C2)c1 (stereo unspecified)	-2%	0.4%	9%	4%	1%
CC(C)C(=O)Nc1ccc(-c2csc(-c3ccccc3)n2)cc1	7%	0.7%	10%	-2%	-2%
CC1(C)CC(=O)C=C(NCCN2CCNCC2)C1	x	x	4%	2%	-19%
O=C(c1cccc2cccc(O)c12)N1CCCCC1	8%	i	3.8µM*	5%	1%
COc1ccc(C(=O)NCC(=O)O)cc1	-9%	i	0%	2%	-5%	inhibitors of VEEV 10K pilot screen=1.3
COc1ccc(C2N=C(c3ccccc3)C(C)(C)N2O)cc1OC (stereo unspecified)	4%	0.7%	-6%	-7%	4%
COc1ccc(C(C(N)=O)c2ncc(C(F)(F)F)cc2Cl)cc1 (stereo unspecified)	0%	i	2%	-1%	-7%
Cc1ccc2nc(SCC(=O)NCc3ccc4c(c3)OCO4)nc(=O)n2c1	-10%	2.9%	-5%	-10%	3%
COc1ccc(NC2=NC(=S)N(c3ccccc3C)C23CCCCC3)cc1	11%	5.7%	-2%	8%	-10%
O=C(N/N=C/c1cccs1)c1n[nH]c2c1CCC2	-4%	9.6%	2%	-2%	-3%
O=C(COC(=O)c1cc(S(=O)(=O)Nc2ccccc2Cl)ccc1O)Nc1nc2ccccc2s1	-4%	4.2%	x	x	x
CCNC(=O)CC1C(=O)N(c2ccc(C)cc2)C(=O)N1CCOC (stereo unspecified)	-5%	i	-9%	10%	4%
CCC1Oc2ccc(C)cc2N(CC(=O)N(Cc2cccnc2)Cc2ccc(C)o2)C1=O (stereo unspecified)	4%	i	35%	3%	-5%
CN1CCN(c2ccc([N+](=O)[O-])c(SCCO)c2)CC1	-3%	0.4%	-13%	1%	-10%
COc1cc(C#Cc2c(-c3cncn3C)n(C)c3ccc(-c4cnc(N5CCOCC5)nc4)cc23)cc(OC)c1	18%	1.5%	75%	46µM*	x	inhibitors of VEEV 10K pilot screen=1.2
COC(=O)C1=C(c2ccc3ccccc3c2)C[C@@H]2CC[C@H]1N2C(=O)NCc1ccc(C(F)(F)F)cc1	3%	3.8%	-11%	-4%	x
CSCC[C@H](N)C(=O)N1CCC(C(=O)N[C@H](C)C(=O)NC(C)c2ccccc2)CC1 (stereo partly specified)	-6%	2.2%	-6%	-3%	19%
Cc1ccc(Cl)cc1NC(=O)COC(=O)C1CCCC1	-4%	i	u	11%	11%	inhibitors of VEEV 10K pilot screen=0.7

Continued.
SMILES	influenza NS1A	inhibitors of VEEV	M. tuberculosis	H37Rv inhibition	Salmonella PhoP GFP	others
CCN(CC)S(=O)(=O)c1cccc(C(=O)NCCCn2ccnc2)c1	-4%	1.3%	1%	4%	-10%
Cc1nc(Cl)sc1C(=O)Nc1ccc(C(C)(C)C)cc1	2%	0.3%	75%	4%	-9%
COC(=O)C1=C(C(=O)OC)[C@@H]2N(Cc3ccccc3)c3ccccc3[C@@]23C[C@@H](C(=O)OC)N(C(=O)NC(C)(C)C)C3=N1	7%	2.4%	3%	-6%	4%
COCCN(C(=O)COC(=O)Cc1c[nH]c2ccccc12)c1c(N)n(Cc2ccccc2)c(=O)[nH]c1=O	-12%	2.1%	-5%	-3%	1%
O=Cc1cn(-c2ccccc2)nc1-c1cc2cc(O)ccc2oc1=O	-2%	2.6%	3%	50%	-23%
CN(Cc1ccccc1F)c1ccc(S(=O)(=O)N2CCCC2)cn1	6%	1.6%	17%	0%	1%
COc1ccc(C(C(=O)NC2CCCC2)N(C(=O)c2ccco2)c2ccc3c(c2)OCO3)cc1OC (stereo unspecified)	7%	0.1%	10%	-6%	1%
O=C(CSc1nnc(-c2ccco2)n1CC1CCCO1)c1ccc(F)cc1 (stereo unspecified)	25%	0.5%	-7%	-4%	1%
Cc1cc(C)cc(NC(=O)CS(=O)(=O)c2cccc3nsnc23)c1	11%	0.5%	4%	4%	7%
Cc1cc(C)c2oc(C(=O)NCc3ccccc3)cc(=O)c2c1	0%	0.3%	-2%	5%	-7%
COc1ccc(NC(=O)CSc2nnc(-c3cccnc3)n2Cc2ccco2)c(OC)c1	-21%	7.5%	x	x	x
Cn1c(=O)n(C)c2cc(/C=C(/C#N)C(=O)NCc3ccco3)ccc21	7%	1.7%	19%	4%	3%
Cc1cccc(CN2CCc3c([nH]c4ccccc34)C2CC(C)C)n1 (stereo unspecified)	2%	0.6%	27%	3%	3%
COCCCNC(=S)N1CCN(C(=O)C(=O)Nc2ccc(C(=O)OC)cc2)CC1	-12%	0.1%	3%	-2%	-5%
CN1CCN(c2c(/C=N/O)c3ccccc3n2C)CC1	-9%	i	-13%	-4%	-16%
O=C(COC(=O)/C=C/c1ccc(OC(F)F)cc1)NC1CCCCCC1	9%	i	33%	6%	x
Cc1cc(C(=O)N2CCC(C(=O)O)CC2)c(C)o1	x	1.1%	-1%	0%	-7%
COC(=O)NNC(=S)Nc1cc(OC)ccc1OC	4%	0.5%	4%	-7%	-7%
CCOC(=O)c1cn(-c2ccccc2)nc1-c1ccncc1	2%	2.7%	1%	-6%	-1%
COc1cc(C(=O)OCC(=O)NCc2ccc(F)cc2)cc(NC(=O)c2cccs2)c1OC	-18%	10%	70%	u	13%
CCN(Cc1ccccc1)S(=O)(=O)c1ccc(C(=O)N(CCCN(C)C)c2nc3ccc(F)cc3s2)cc1	7%	23%	4%	-15%	-6%
Cc1cccc(NC(=O)Cc2noc3ccccc23)c1C	1%	i	25%	3%	-1%	inhibitors of VEEV 10K pilot screen=0.0
O=C(NNc1nc2cc3c(cc2s1)OCO3)c1ccc(F)cc1	1%	i	x	-2%	-1%
O=C(CN1CCN(c2ccc(F)cc2)CC1)Nc1ccccc1C(=O)NCCc1ccccc1	-23%	6.0%	-8%	u	x
COc1ccc(NC(=O)c2ccccc2CC[N+](=O)[O-])cc1	0%	0.6%	6%	32%	3%
O=c1cc(O)nc(SC23CC4CC(CC(C4)C2)C3)[nH]1	-18%	0.8%	33%	-3%	-12%
C=CCOC(=O)C1=C(C)NC(=O)NC1/C=C/c1ccccc1OC (stereo unspecified)	-5%	0.3%	8%	2%	-2%
O=[N+]([O-])c1ncn(C23CC4CC(CC(C4)C2)C3)n1	8%	12%	-1%	-2%	-12%

A draw from above in order of SMILES length, lowest first:
SMILES	influenza NS1A	inhibitors of VEEV	M. tuberculosis	H37Rv inhibition	Salmonella PhoP GFP	others
Cc1cccc(NC(=O)Cc2noc3ccccc23)c1C	1%	i	25%	3%	-1%	inhibitors of VEEV 10K pilot screen=0.0
O=C(NNc1nc2cc3c(cc2s1)OCO3)c1ccc(F)cc1	1%	i	x	-2%	-1%
O=c1cc(O)nc(SC23CC4CC(CC(C4)C2)C3)[nH]1	-18%	0.8%	33%	-3%	-12%
C=CCOC(=O)C1=C(C)NC(=O)NC1/C=C/c1ccccc1OC (stereo unspecified)	-5%	0.3%	8%	2%	-2%
COc1cc(C(=O)OCC(=O)NCc2ccc(F)cc2)cc(NC(=O)c2cccs2)c1OC	-18%	10%	70%	u	13%
CCN(Cc1ccccc1)S(=O)(=O)c1ccc(C(=O)N(CCCN(C)C)c2nc3ccc(F)cc3s2)cc1	7%	23%	4%	-15%	-6%

Source: PubChem
